Assay outcomes as filed in PubChem BioAssay.
CBFb RUNX1 block: blocks binding between human CBF-beta and RUNX1. Q01196+Q13951. AlphaScreen CBFb-His/RUNX1-biotin binding, biochemical. Potency, µM (top dose mostly 59.8 µM), without a hit: at the top dose activity, negative = inhibition, most hits filed as inhibitors. 230,000 tested, under 10 active; also: % of control where 0% means no effect
Target sequence (Q01196 whole entry, looked up): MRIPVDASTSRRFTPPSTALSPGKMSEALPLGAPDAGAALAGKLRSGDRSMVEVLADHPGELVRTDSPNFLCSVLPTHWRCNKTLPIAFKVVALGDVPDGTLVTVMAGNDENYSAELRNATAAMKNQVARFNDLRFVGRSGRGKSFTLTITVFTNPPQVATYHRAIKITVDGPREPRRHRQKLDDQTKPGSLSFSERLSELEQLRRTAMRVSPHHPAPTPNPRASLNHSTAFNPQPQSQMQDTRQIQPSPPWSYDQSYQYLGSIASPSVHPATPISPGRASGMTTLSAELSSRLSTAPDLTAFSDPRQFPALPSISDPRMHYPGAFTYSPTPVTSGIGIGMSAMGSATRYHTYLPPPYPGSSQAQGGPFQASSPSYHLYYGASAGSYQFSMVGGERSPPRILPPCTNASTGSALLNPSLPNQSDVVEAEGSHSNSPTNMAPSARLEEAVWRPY
Target sequence (Q13951 whole entry, looked up): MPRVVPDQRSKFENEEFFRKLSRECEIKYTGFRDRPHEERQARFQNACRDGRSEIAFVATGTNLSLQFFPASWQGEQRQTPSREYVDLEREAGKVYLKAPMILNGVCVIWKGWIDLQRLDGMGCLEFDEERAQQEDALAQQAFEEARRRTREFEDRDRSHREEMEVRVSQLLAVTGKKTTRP
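Interaction loss through any mechanism counts as activity. Pre-formed complex of His-CBF-beta and biotin-RUNX1 (30 nM apiece) is incubated with compound 15 min, then with 50 ng nickel and 50 ng streptavidin beads for 90 min before AlphaScreen detection.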
NPSR antag: antagonists of human neuropeptide S receptor cAMP signaling; Potency, µM (top dose mostly 38.3 µM), inactives show at the top dose activity change, negative = inhibition, most hits filed as inhibitors; CHO-NPSR cells, cAMP TR-FRET, antagonist mode; Q6W5P4; 1% of 220,000 active; also: potency is read from the fitted curve at half-maximal effect; % is scaled to controls: 0 for no effect and ±100 for the full control effect; nearly all actives have a fitted effect of over 50% in size; many of its hits are not listed in these tables
Target sequence (Q6W5P4 whole entry, looked up): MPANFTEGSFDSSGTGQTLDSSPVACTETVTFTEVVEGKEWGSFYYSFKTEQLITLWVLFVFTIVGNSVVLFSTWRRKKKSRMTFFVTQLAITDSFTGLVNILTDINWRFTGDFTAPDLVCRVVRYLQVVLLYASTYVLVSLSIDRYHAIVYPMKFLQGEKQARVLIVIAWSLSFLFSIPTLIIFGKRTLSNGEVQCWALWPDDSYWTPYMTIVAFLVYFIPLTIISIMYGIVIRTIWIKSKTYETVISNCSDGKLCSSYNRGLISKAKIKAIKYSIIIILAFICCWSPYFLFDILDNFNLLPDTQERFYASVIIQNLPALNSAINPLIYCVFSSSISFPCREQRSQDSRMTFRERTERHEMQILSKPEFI
Lamin A splicing: changes lamin A minigene splicing in HeLa cells; HeLa LMNA splicing GFP/RFP minigene ratio, 48 h; Potency, µM (top dose mostly 46.1 µM), for inactives: at the highest dose ratio change, negative = inhibition, usual class: inhibitors; 0.01% of 200,000 active; AID 1487; active = well fitted inhibition curve with a large enough effect in the signal ratio, with a control signal flat, not every such curve was filed as active; inconclusive = small, poorly fitted or top-dose-only effect, or effect the other way, or a change in a side signal; the % refers to the signal ratio; also: potency is read from the fitted curve at half-maximal effect; % is scaled to controls: 0 for no effect and ±100 for the full control effect
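S3 HeLa stable clones carrying a lamin A-EGFP splicing minigene plus DsRed2 were seeded at 600 cells/well in Opti-MEM with 2% FBS, pin-dosed and incubated 48 h at 37°C. Acumen cytometry (488 nm) gave the GFP/RFP total-intensity ratio.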
Epigenetic derep: epigenetic control regulation, reporter derepression; Potency, µM (highest dose often 53.9 µM), inactives show top-dose GFP activation, most hits filed as activators; murine LDR cells, GFP reporter derepression, 30 h; AID 1865; 0.2% of 280,000 active; also: potency is read from the fitted curve at half-maximal effect; % of control where 0% means no effect; nearly all actives have a fitted effect of over 60% in size
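Murine LDR cells carrying a silenced, genomically integrated CMV-driven GFP reporter were exposed to compound for 30 hours at 37 C. After PBS washes, GFP-positive cells (20–120 um objects) were counted by laser-scanning microplate cytometry.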
IMPase Li cell: IMPase inhibition in cells with lithium potentiation; CHO-M1 cells, IP1 TR-FRET (IP-One), carbachol + lithium; Potency, µM (highest dose often 59.4 µM), inactives show at the top dose activity, negative = IMPase inhibition, hits mostly inhibitors; 0.35% of 210,000 active;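 also: IP1 builds up when IMPase is blocked and the TR-FRET signal falls; potency is read from the fitted curve at half-maximal effect; plate controls were basal vehicle for no effect and high inhibitor control for full effect; nearly all actives have a fitted effect of over 50% in size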
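CHO cells stably expressing M1 receptor (2000/well) were cultured 16–30 h, then exposed to compounds with a small lithium addition for 30 min at 37C. IP1 was measured by TR-FRET competition; AC50 from Hill fits.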
KinaseGlo FLuc: counter-screen: inhibitors of Kinase-Glo firefly luciferase; AID 1379; 0.28% of 200,000 active; Q27757; Potency, µM (top dose mostly 38.3 µM), inactives show at the highest dose activity change, negative = inhibition, actives largely listed as inhibitors; Kinase-Glo luciferase, ATP luminescence, 8 min; also: potency is read from the fitted curve at half-maximal effect; % is scaled to controls: 0 for no effect and ±100 for the full control effect; nearly all actives have a fitted effect of over 60% in size
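Inhibition of Kinase-Glo luciferase light generation was assessed at 10 uM ATP in pH 7.2 imidazole buffer, with luminescence measured after eight minutes at ambient temperature.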
HTT aggregate: inhibitors of mutant huntingtin aggregate formation in PC12 cells | 1.1% of 220,000 active | AID 1688 | PC12 HttQ103-GFP aggregates, Acumen cytometry, 40 h | Potency, µM (highest dose often 46.1 µM), for inactives: top-dose activity change, negative = inhibition, hits mostly inhibitors; also: potency is read from the fitted curve at half-maximal effect; % is scaled to controls: 0 for no effect and ±100 for the full control effect; nearly all actives have a fitted effect of over 60% in size
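Aggregate formation scored by laser-scanning cytometer (488 excitation, 500–530 emission) in lysed PC12 cells expressing Q103-GFP after 100 nM tebufenozide induction; library tested in dose series, with ATPLite reagent added in the multiplex.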
* = called active by the depositor; ? = inconclusive; . = not tested or not shown; & = joins results of further samples; [ ] = another dose, or the depositor's remark. Unless noted, calls follow the shape of the dose curve; as a rule, active = well fitted curve in the direction sought with a large enough effect; inconclusive = small, poorly fitted or top-dose-only effect, or another doubt; inactive = no such curve, though single readings can be large; an effect the other way counts as inactive or inconclusive. This is a subset (hit frequency here may not be typical).

canonical_smiles | CBFb RUNX1 block | NPSR antag | Lamin A splicing | Epigenetic derep | IMPase Li cell | KinaseGlo FLuc | HTT aggregate
Cn1c(N2CCOCC2)nc2c1c(=O)n(Cc1ccc(Cl)c(Cl)c1)c(=O)n2C | 5.3% | -11.2%[46.1 µM] | ? | 1.8% | 23.2%[38.3 µM] | -0.7% | -17.4%
CN1/C(=C/C2CC(=O)NC2=O)C(C)(C)c2ccccc21 (stereo not drawn) | -2.2% | 1.8%[46.1 µM] | 4.7% | 0.0% | 31.1%[activator][38.3 µM] | -2.6% | -11.0%
CN(C)CCCN1C(=O)CSC1c1ccc([N+](=O)[O-])cc1 (stereo not drawn) | 4.6% | 16.4% | ? | 1.1% | 9.7% | -0.4% | .
CC1(C)CC(=O)C(N=Nc2ccc3ncsc3c2)=C(O)C1 | -7.6% | -1.1%[46.1 µM] | 11.6% | 0.3% | -5.7%[38.3 µM] | -3.1% | 16.7%
CN(C(=O)n1cnc2ccccc21)c1ccccc1 | -0.8% | 6.0% | -7.9% | 1.0% | 0.5% | -2.4% | -5.6%
Cc1ccc(C)c(N(CC(=O)Nc2cc(Cl)ccc2Oc2ccccc2)S(C)(=O)=O)c1 | 0.9% | ? | 6.1% | 0.9% | 12.8%[38.3 µM] | 4.1% | -19.4%
COC(=O)[C@@H]1C[C@@]2(O)[C@@H](O)[C@@H](O)[C@@H](O)C[C@H]2N1Cc1ccc(N2CCOCC2)cc1 | -6.9% | . | . | -0.5% | -7.4% | -7.0% | .
CCN(CC)c1ccc(/C=N/N2CCN(Cc3ccc(C)cc3C)CC2)c(O)c1 | -1.6% | -3.1% | -4.4% | 1.1% | 6.0% | 6.6% | -4.0%
COc1ccccc1-n1c(-c2ccc(Cl)cc2)c[nH]c1=S | -16.6% | -11.7% | 7.2%[46 µM] | -4.6% | 1.3% | 5.3% | 14.2%[9.22 µM]
COc1ccc(/C=C/C(=O)N(C(C)C)C(C)C)cc1Br | 0.0% | -13.2%[46.1 µM] | -8.0% | -3.2% | 8.8% | 4.3% | 14.1%
CC1(C)CC(=O)C(N=Nc2ccc(F)cc2)=C(O)C1 | 15.4% | 5.7% | . | 1.5% | . | . | -30.8%[9.22 µM]
Cc1onc(-c2c(F)cccc2Cl)c1C(=O)Nc1cccc(S(=O)(=O)NCc2ccco2)c1 | 2.8% | -36.4% | 6.6%[9.22 µM] | -3.0% | 7.6% | -2.6% | -16.7%
O=C1CCc2ccc(OCCCCN3CCN(c4cccc(Cl)c4Cl)CC3)cc2N1 | 3.2%&-0.7% | ? | ? | 9.9%&6.4% | 34.1%[activator] | 1.3%[39.9 µM] | -40.8%
NC(=O)N1CCC2(CC1)NC(=O)N(c1ccccc1)N2 | -9.8% | 14.3% | 27.1%[46 µM] | -4.3% | -9.8% | 0.4% | 22.6%
CC1CCC(C(C)C)[C@H](OC(=O)c2ccccc2)C1 (stereo partly drawn) | . | . | -4.4% | 3.5% | -8.1% | -0.1% | .
CCc1cccc(CC)c1NC(=O)COC(=O)c1ccc2c(c1)S(=O)(=O)c1ccccc1C2=O | 3.3% | 15.7% | -9.8% | 3.3% | 1.4% | -0.4% | 23.0%
O=C(Nc1cc(C(F)(F)F)ccc1-n1cncn1)c1ccc(Cl)cc1 | 6.2% | -6.3%[46.1 µM] | -8.8% | 0.0% | -8.2%[38.3 µM] | 0.8% | -8.5%[9.22 µM]
COC(=O)C1CC(Cl)CN1c1ncc(C(F)(F)F)cc1Cl (stereo not drawn) | 2.8% | -10.1% | . | 5.7% | 4.2% | -2.8% | 1.1%
Cc1cc(Br)c(OCC(=O)NN)c2c1CCC2 | 2.6% | -18.4% | . | 1.4% | . | . | -5.7%[9.22 µM]
CC1(C)CC(=O)C(C2(O)C(=O)Nc3ccccc32)CO1 (stereo not drawn) | 0.8% | 13.8% | ? | -2.6% | 1.9% | 5.3% | -3.0%[9.22 µM]
CN(C)Cc1c(O)ccc2c(-c3ccccc3)cc(=O)oc12 | 2.3% | 19.4% | -7.2%[46 µM] | -1.1% | 12.1% | -1.1% | 13.1%[9.22 µM]
Cn1cc(S(=O)(=O)N2CCc3ccccc3C2)c(=O)n(C)c1=O | 5.0% | 6.4%[46.1 µM] | 0.6% | 0.0% | 15.4%[38.3 µM] | -2.6% | 27.5%
CS(=O)(=O)c1ccc2sc(NC(=O)c3cc4ccccc4o3)nc2c1 | 8.1% | -17.2% | . | 0.1% | . | . | 12.7%[9.22 µM]
Cc1cc(N2C(=O)CC(Cc3ccc(Cl)cc3)C2=O)no1 (stereo not drawn) | 1.1% | -9.4%[46.1 µM] | 5.5% | -2.3% | 5.5%[38.3 µM] | 3.4% | 18.5%
CCCn1c(=O)c(C(=O)NCc2ccncc2)c(O)c2ccccc21 | -3.9% | -23.1%[46.1 µM] | ? | 6.9% | -17.9%[38.3 µM] | 7.4% | -19.3%
COC(=O)c1c(NC(=O)CN2CCC3(O)CCCCC3C2c2ccc(OC)cc2OC)sc(C)c1C (stereo not drawn) | 2.4% | -41.0% | ? | 5.2% | -2.2% | -4.2% | 22.6%
Cc1nn(-c2nc(-c3ccco3)cc(C(F)(F)F)n2)c(C)c1Br | 0.0% | -5.7%[46.1 µM] | 12.6% | -2.2% | 26.5%[38.3 µM] | 16.2% | -2.0%
COc1ccc(-c2ccnc(-c3ccc(OCCCF)cc3)n2)cc1 | 23.9% | -16.1%[46.1 µM] | -22.5% | 5.9% | 19.3%[38.3 µM] | 1.7% | 18.0%
O=C(Cn1nc2ccccc2n1)N/N=C/c1cc([N+](=O)[O-])ccc1O | -2.6% | -7.6% | . | -3.4% | 3.0% | -0.1% | ?
CCOc1ccc(NC(=O)c2ccccc2OCC(=O)c2ccccc2)cc1 | 2.3% | ? | 6.8% | 1.4% | 8.5%[38.3 µM] | 7.8% | 0.7%
CCn1c(Cc2ccccc2)nnc1SCc1cccc(C(=O)O)c1 | 12.1% | 9.9% | -7.9% | -1.3% | 3.7% | 0.9% | -8.2%
Cc1cc(C(=S)N2CCOCC2)c(C)n1-c1ccc(F)cc1 | -1.9% | -3.9% | . | 0.0% | 16.8% | -2.0% | .
Cc1ccc(-c2nnn(CC(=O)N(Cc3ccccc3F)C(C(=O)NC3CCCC3)c3ccncc3)n2)o1 (stereo not drawn) | -0.3% | -14.0%[46.1 µM] | -10.9% | -1.0% | -1.9% | 0.3% | 22.8%
Cc1nc(Cl)sc1C(=O)Nc1cccc2ccccc12 | -0.9% | -4.5% | -5.6% | 2.0% | 7.4% | -0.4% | -1.5%
Cn1ncc([N+](=O)[O-])c1C(=O)n1nnc2ccccc21 | -1.8% | 20.3% | . | 5.0% | -3.7% | -5.5% | 5.8%
COC(=O)C(C)Oc1ccc2c3c(c(=O)oc2c1)CCCCC3 (stereo not drawn) | 6.1% | -19.6%[46.1 µM] | 3.2% | 0.0% | 0.5%[38.3 µM] | -2.6% | 6.3%
CC(=O)Nc1ccc(NC(=O)Cc2ccc(F)cc2)cc1 | -2.5% | 2.1% | 12.5%[46 µM] | 0.0% | 3.6% | -2.3% | .
COCCCNC(=O)COC(=O)c1ccc(-c2nc3ccccc3s2)s1 | 4.7% | -8.7% | 26.9%[46 µM] | 1.1% | -8.3% | -14.2% | -4.9%
COC(=O)[C@H](C)NC(=O)Nc1cccc(C(F)(F)F)c1 | 2.5% | -1.4%[46.1 µM] | -7.8% | -1.0% | -4.0% | 2.6% | 7.1%
O=C(NCCc1c[nH]c2ccccc12)c1ccc(-n2cnnn2)cc1 | -1.4% | -7.0%[46.1 µM] | -8.0% | -1.1% | -11.5%[38.3 µM] | -1.9% | 14.2%
O=C1CC(C(=O)Nc2ccccc2)S/C(=N\NC(=O)c2ccccc2Cl)N1 (stereo not drawn) | -3.4% | 23.7% | . | 2.1% | -1.9% | -3.3% | 23.8%
COc1ccc(NC(=O)c2c(NC(=O)CNCC(C)C)sc3c2CCC3)c(OC)c1 | -0.2% | -35.3% | . | 2.4% | ? | 0.2% | 23.8%
COCCCNC(=O)c1cccc(OC)c1OC | 2.0% | 0.1%[46.1 µM] | 1.7% | -1.1% | 26.6%[38.3 µM] | 0.2% | -9.8%
CCOC(=O)c1c(C)c(C(=O)Nc2ccc3c(c2)OCO3)c(C)n1C | 1.2% | -16.4%[46.1 µM] | -6.5% | 1.1% | -8.9%[38.3 µM] | -2.7% | -5.6%
CN(C)C(CNc1ccc([N+](=O)[O-])cc1C#N)c1ccccc1 (stereo not drawn) | -3.6% | -22.4% | . | -1.3% | 5.2% | . | -3.6%

Sorted by the number under Epigenetic derep (ascending): 3 of the compounds above.
Structure | CBFb RUNX1 block | NPSR antag | Epigenetic derep | IMPase Li cell | HTT aggregate
CN(C)C(CNc1ccc([N+](=O)[O-])cc1C#N)c1ccccc1 (stereo not drawn) | -3.6% | -22.4% | -1.3% | 5.2% | -3.6%
COC(=O)[C@H](C)NC(=O)Nc1cccc(C(F)(F)F)c1 | 2.5% | -1.4%[46.1 µM] | -1.0% | -4.0% | 7.1%
COC(=O)C(C)Oc1ccc2c3c(c(=O)oc2c1)CCCCC3 (stereo not drawn) | 6.1% | -19.6%[46.1 µM] | 0.0% | 0.5%[38.3 µM] | 6.3%

Whole records, quoted from the list:
Results for Cn1ncc([N+](=O)[O-])c1C(=O)n1nnc2ccccc21 → CBFb RUNX1 block: -1.8%; NPSR antag: 20.3%; Lamin A splicing: .; Epigenetic derep: 5.0%; IMPase Li cell: -3.7%; KinaseGlo FLuc: -5.5%; HTT aggregate: 5.8%
Results for CN(C)C(CNc1ccc([N+](=O)[O-])cc1C#N)c1ccccc1 (stereo not drawn) → CBFb RUNX1 block: -3.6%; NPSR antag: -22.4%; Lamin A splicing: .; Epigenetic derep: -1.3%; IMPase Li cell: 5.2%; KinaseGlo FLuc: .; HTT aggregate: -3.6%
Results for Cc1nc(Cl)sc1C(=O)Nc1cccc2ccccc12 → CBFb RUNX1 block: -0.9%; NPSR antag: -4.5%; Lamin A splicing: -5.6%; Epigenetic derep: 2.0%; IMPase Li cell: 7.4%; KinaseGlo FLuc: -0.4%; HTT aggregate: -1.5%
